Apaf1 inhib: blocks human Apaf-1 apoptosome activity | O14727 | reconstituted apoptosome caspase-3 activity, DEVD-Rh110 fluorescence | inhibition, % at 20 µM | 330,000 compounds, 0.71% hits; active = inhibition of at least 40% at 20 µM;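 also: plate controls were DMSO wells for no effect and DEVD-CHO caspase inhibitor wells for full effect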
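Material: cell-free apoptosome with Apaf-1, procaspase-3 and caspase-9; Buffer or medium: Hepes pH 7.5 with detergent and BSA; Reagent: cytochrome c trigger plus (Z-DEVD)2-Rh110 caspase-3 substrate; Times: compound with Apaf-1, dATP, procaspase-3 30 min, then 50 min reaction, room temperature; Technique: Rh110 fluorescence intensity.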
SENP8 block-1: SENP8 (human) protease inhibition; 360,000 compounds, 0.64% hits; inhibition, % at 20 µM; recombinant SENP8, Nedd8 substrate fluorescence; AID 602440; Q96LD8; in the data active = inhibition mostly above about 40%, no sharp cut-off; inactive = mostly below about 27%
SENP8 block-2: SENP8 protease inhibition. Q96LD8. purified SENP8, Z-RLRGG-aminoluciferin cleavage, luminescence. inhibition, % at 10 µM. 330,000 compounds, 1.2% hits. AID 2540; in the data active = inhibition above about 50%
SENP7 block: blocks the human protease SENP7. Q9BQF6. recombinant SENP7, Z-RLRGG-aminoluciferin luminescence, 40 min. inhibition, % at 5 µM. 330,000 compounds, 1.5% hits. AID 434973;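 active = inhibition above about 50% at the single test dose, limit read from the data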;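 also: plate controls were DMSO with enzyme for no effect and no enzyme buffer wells for full effect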
Target sequence (Q9BQF6 706-1050 limits assumed): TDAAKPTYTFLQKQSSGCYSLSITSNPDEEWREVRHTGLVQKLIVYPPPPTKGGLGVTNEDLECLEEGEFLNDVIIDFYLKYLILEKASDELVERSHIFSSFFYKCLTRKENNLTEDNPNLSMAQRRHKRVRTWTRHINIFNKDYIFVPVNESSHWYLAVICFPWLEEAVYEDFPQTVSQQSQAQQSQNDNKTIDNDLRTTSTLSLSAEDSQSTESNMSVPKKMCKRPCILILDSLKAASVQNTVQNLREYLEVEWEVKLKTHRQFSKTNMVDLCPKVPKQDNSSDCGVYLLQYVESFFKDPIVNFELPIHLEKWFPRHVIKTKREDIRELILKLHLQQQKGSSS
SENP6 inh: inhibitors of human SENP6 protease; Q9GZR1; AID 2599; Recombinant SENP6 catalytic domain, aminoluciferin luminescence; 330,000 compounds, 1.8% hits; inhibition, % at 10 µM;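 active = inhibition above about 50% at the single tested dose, limit read from the data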;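 also: plate controls were DMSO wells with enzyme for no effect and DMSO wells lacking enzyme for full effect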
Target sequence (Q9GZR1 628-1112 limits assumed): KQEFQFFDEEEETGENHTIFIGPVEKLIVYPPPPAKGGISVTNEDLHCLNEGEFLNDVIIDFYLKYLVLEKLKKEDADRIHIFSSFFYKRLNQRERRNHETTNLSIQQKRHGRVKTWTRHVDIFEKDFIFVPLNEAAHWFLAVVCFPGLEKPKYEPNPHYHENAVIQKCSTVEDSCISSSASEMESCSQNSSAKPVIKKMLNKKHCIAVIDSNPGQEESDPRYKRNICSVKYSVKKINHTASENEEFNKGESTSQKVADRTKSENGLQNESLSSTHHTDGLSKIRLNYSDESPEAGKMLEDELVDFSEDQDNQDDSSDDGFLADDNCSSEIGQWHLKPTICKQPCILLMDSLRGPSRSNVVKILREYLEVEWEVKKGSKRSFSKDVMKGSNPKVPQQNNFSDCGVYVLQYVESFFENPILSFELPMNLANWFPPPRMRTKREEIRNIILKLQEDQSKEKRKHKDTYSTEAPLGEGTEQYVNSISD
UBC13 inh: inhibitors of human UBC13 polyubiquitin chain formation. P61088. TR-FRET. inhibition, % at 20 µM. 330,000 compounds, 0.47% hits; in the data active = inhibition above about 45%, passing the limit was not always enough
Target sequence (P61088 whole entry, looked up): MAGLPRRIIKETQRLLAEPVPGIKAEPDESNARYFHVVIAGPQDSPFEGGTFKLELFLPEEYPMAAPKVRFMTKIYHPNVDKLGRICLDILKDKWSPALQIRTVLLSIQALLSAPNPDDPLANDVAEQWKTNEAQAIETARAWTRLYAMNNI
SENP1 FRET inh: SENP1 (human) catalytic domain inhibition; Q9P0U3; recombinant SENP1 catalytic domain, CyPet-SUMO1-YPet FRET cleavage; inhibition, % at 10 µM; 360,000 compounds, 0.21% hits; AID 624204;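 active = inhibition at least 30% at 10 µM, raw YFP signal under a set limit, fluorescence ratio 0.5 to 1.5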;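 also: 0% = enzyme with DMSO and 100% = no enzyme wells; some results filed as inactive read as strong as hits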
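Material: hSENP1 catalytic domain, recombinant; medium: Tris pH 8 with BME, BSA, NP40 and catalase; compound: single concentration of 10 µM compound, 0.5% DMSO final; technique: FRET read of cyan and yellow fluorescence; timing: 50 min enzyme reaction, room temperature, light-protected; reagent: SFCypet-SUMO1-SFYpet substrate at 25 nM; control set: no-enzyme low, enzyme-DMSO high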
A3G deaminase: blocks human APOBEC3G single-stranded DNA deamination. AID 493012. 330,000 compounds, 0.28% hits. Q9HC16. recombinant A3G, ssDNA deamination FAM/TAMRA fluorescence. inhibition, % at 20 µM;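 active = inhibition of at least 40% at 20 µM, with no more than 30% in the related APOBEC3A deaminase screen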;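 also: plate controls were DMSO wells with A3G for no effect and wells lacking A3G enzyme for full effect; some compounds called inactive have numbers as strong as hits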
Active calls of the source: *; . = not tested or not shown.

Results follow in this order: Apaf1 inhib	SENP8 block-1	SENP8 block-2	SENP7 block	SENP6 inh	UBC13 inh	SENP1 FRET inh	A3G deaminase
COc1ccc(C2=NN(C(=S)Nc3ccccc3)C(c3ccccc3)C2)cc1 (stereo not drawn)
→ -2	-45	-6	9	-2	4	-2	2
COCCN(C(=O)c1ccccc1F)c1nnc(-c2ccc(OC)cc2)s1
→ 19	-14	-2	-3	3	-14	0	0
COCCNC(=O)C1CCCN(c2nn3c(=O)cc(C)nc3s2)C1 (stereo not drawn)
→ -12	16	4	5	9	-2	2	-2
O=C(NCCc1ccccc1)C1CCC(CNS(=O)(=O)c2cccc3cccnc23)CC1 (stereo not drawn)
→ 10	3	4	8	17	-7	2	1
CCOC(=O)C(=CNc1cc(C)ccn1)C(=O)OCC
→ 3	2	-2	13	-4	-5	2	-4
CN(C)c1ccc(C2/C(=C(/O)c3ccccc3)C(=O)C(=O)N2CCCC(=O)O)cc1 (stereo not drawn)
→ -11	30	-16	1	-10	-8	-40	-5
O=C(Nc1nc(-c2ccc3c(c2)OCCO3)cs1)c1ccco1
→ 18	-51	83*	89*	86*	5	-1	4
Cc1ccc(OCc2cc(C(=O)NCC(C)(C)N3CCOCC3)no2)cc1C
→ 10	9	-2	-2	27	-6	-2	0
S=c1[nH]nc(-c2ccc(Cl)cc2)n1CCCN1CCOCC1
→ -6	-13	1	5	-24	-4	3	-3
Cc1c(NC(=O)COC(=O)c2ccc(O)cc2)c(=O)n(-c2ccccc2)n1C
→ 8	8	-18	-9	-9	6	1	-9
O=C(NN=C1CCC(=NNC(=O)c2cccnc2)CC1)c1cccnc1
→ -3	18	6	8	13	-8	4	7
O=C1OCC(CO)(CO)N=C1NNc1ccccc1[N+](=O)[O-]
→ -12	37	-4	-8	-3	-80	5	-4
Cc1cccc(NC(=O)Nc2cccc(Oc3c(F)c(F)c(F)c(F)c3F)c2)c1
→ -12	2	4	9	1	-11	4	7
O=[N+]([O-])c1ccc(N2CCN(S(=O)(=O)c3ccccc3)CC2)cc1NCC1CCCO1 (stereo not drawn)
→ 16	24	-5	-1	-11	-7	4	-5
Cc1cc(C)nc(SCc2nc3ccccc3n2C)n1
→ -4	12	-8	-2	-11	0	1	-3
O=c1oc2ccccc2cc1-c1csc(Nc2nc3c(F)cccc3s2)n1
→ 22	-441	-3	1	-9	-10	-28	-3
Cc1cccn2c(=O)c(C(=O)NC3CC(C)CC(C)(C)C3)c(O)nc12 (stereo not drawn)
→ 7	-427	-5	5	-12	-10	2	7
COc1ccccc1N1CCN(C(=O)COc2ccc(C)cc2Br)CC1
→ 26	22	-13	-8	-18	-3	3	-7
CN(C)C(=O)CCc1ccc2c3c([nH]c2c1)[C@]1(CCC2CCCC2)[C@@H](C(=O)N2CCOCC2)C[C@H](CC(=O)NCCCn2ccnc2)C(=O)N1CC3
→ 9	7	.	-2	.	.	0	2
Cc1ccc(-c2cn(-c3ccccc3F)c(=S)[nH]2)cc1
→ 7	11	-4	6	-7	5	-1	-5

Next part.
Results follow in this order: Apaf1 inhib	SENP8 block-1	SENP8 block-2	SENP7 block	SENP6 inh	UBC13 inh	SENP1 FRET inh	A3G deaminase
O=C(CCC(=O)Nc1ccccc1Cl)NNC(=O)COc1ccc([N+](=O)[O-])cc1
→ -4	-1	1	-13	2	0	2	-1
Cc1ccc(Cl)cc1Nc1nc(-c2sc(NC(=O)c3cccc(Cl)c3)nc2C)cs1
→ -5	.	56*	-3	66*	-20	.	-4
COc1ccc(CCNC(=O)c2c(C)nn(-c3ccccc3)c2Cl)cc1
→ 3	0	9	2	11	1	0	-8
Nc1cc(=O)[nH]c(=S)n1-c1cccc(C(F)(F)F)c1
→ -15	28	1	-2	7	8	-1	-5
CC(C)C[C@@H](CSc1ccc(Br)cc1)N1CCN(C)CCC1=O
→ 13	4	-1	3	-12	14	0	2
CCC(C)(C)NC(=O)/C=C/c1cnc2ccccc2n1
→ -5	18	-6	-6	-8	-10	-1	-1
COc1ccc(C(=O)c2ccc(N3CCOCC3)c([N+](=O)[O-])c2)cc1
→ 14	23	3	3	6	-6	2	-4
COC(=O)c1ccccc1NC(=O)CNc1cc(Cl)ccc1N1CCOCC1
→ 15	-4	-5	-2	-25	7	-3	-5
COC(=O)C[N+](C)(C)C/C=C\c1ccccc1
→ -7	9	0	-5	-22	6	3	-8
C=CCN(C(=O)CNC(=O)c1ccco1)C(C(=O)NC1CCCCC1)c1ccccc1F (stereo not drawn)
→ -11	30	3	0	2	10	-1	-2
CC(=O)c1cc(-c2ccccc2)n(CC(=O)N2CCC(C)CC2)c1C
→ -5	7	-4	11	1	4	0	-4
CNC(C)C(=O)NC(C(=O)N1CCCC1C(=O)Nc1ccc2ncccc2c1)C(C)C (stereo not drawn)
→ 7	-30	-7	-4	-8	-1	2	-8
COc1ccc(CNC(=O)C(c2cccc(C)c2)N(C(=O)c2csnn2)C2CC2)cc1 (stereo not drawn)
→ 4	1	5	-2	24	3	3	-6
Cc1ccc(C)c(NC(=O)CSc2nc(=O)n(CCN3CCOCC3)c3c2CCCC3)c1
→ -9	14	-2	3	0	-4	1	-6
CCc1ccc(-n2c(SCc3cc(=O)n4cc(Br)ccc4n3)nc3[nH]ncc3c2=O)cc1
→ -9	-141	-8	-2	-56	-13	2	-7
COc1ccc(Nc2nc(Nc3ccc(OC)cc3)nc(-n3[nH]c(=O)c(C)c3C)n2)cc1
→ -3	0	2	5	-18	-27	2	-9
Cc1cc(NC(=O)Cc2cn3ccsc3n2)n(-c2ccccc2)n1
→ 3	14	-7	-8	-17	5	-5	29
COC(=O)c1ccccc1NC(=O)C(C)c1ccc([N+](=O)[O-])cc1 (stereo not drawn)
→ 13	0	4	-6	5	-3	-1	-4
Cc1cc(C(=O)O)ccc1NCc1ccncc1
→ -11	13	6	1	-4	0	1	-9
O=c1c2[nH]c3ccc(Br)cc3c2ncn1CCCn1ccnc1
→ 23	-16	-5	4	11	21	1	-2

Reprinted from the part before: two entries, followed by the next part.
Results follow in this order: Apaf1 inhib	SENP8 block-1	SENP8 block-2	SENP7 block	SENP6 inh	UBC13 inh	SENP1 FRET inh	A3G deaminase
Cc1cc(C(=O)O)ccc1NCc1ccncc1
→ -11	13	6	1	-4	0	1	-9
O=c1c2[nH]c3ccc(Br)cc3c2ncn1CCCn1ccnc1
→ 23	-16	-5	4	11	21	1	-2
COc1cc(/C=N/N2C(=O)c3ccccc3C2=O)ccc1O
→ -6	-2	-9	-9	33	-9	4	-9
COc1ccc(CCC(=O)Nc2cc([N+](=O)[O-])ccc2OC)cc1
→ 3	12	-13	-5	-13	-9	1	-5
Cc1ccc(C2(C)NC(=O)N(CC(=O)Nc3c(C)n(C)n(-c4ccccc4)c3=O)C2=O)cc1 (stereo not drawn)
→ 0	11	-6	3	9	3	1	-5
COc1ccc(/C=C(/NC(=O)c2ccccc2Cl)C(=O)O)cc1
→ 1	14	-3	3	-12	-11	2	-6
CCN(C(=O)COC(=O)CNC(=O)c1ccc2ccccc2c1)C1CCS(=O)(=O)C1 (stereo not drawn)
→ 13	-2	-13	-11	-26	-9	0	2
NC(=O)Cn1cnc2c(nnn2-c2cccc(Cl)c2)c1=O
→ 2	16	1	5	1	7	-1	-9
N#CC(C(=O)O)=C1CCCC1
→ -9	19	0	3	-1	-3	0	-6
COc1cc(OC)cc(C(=O)N[C@H](C(=O)NNC(=O)c2ccc(Br)cc2)C(C)C)c1
→ -2	11	7	7	5	8	2	1
Cc1ccc(CNC(=O)Cn2c(=O)c3sccc3n(Cc3cccc([N+](=O)[O-])c3)c2=O)cc1
→ 1	.	-6	-5	-15	12	.	-4
Nc1nc(Nc2ccccc2)nc(C(F)(F)F)n1
→ 13	6	-16	-18	-13	-5	1	-5
O=C1c2ccc(-c3ccc4c(c3)C(=O)N(CCO)C4=O)cc2C(=O)N1CCO
→ 2	-365	0	8	3	4	3	1
CCS(=O)(=O)N1CCC(C(=O)Oc2ccccc2)CC1
→ 7	15	-8	12	1	-3	0	-4
CCOC(=O)[C@@H]1[C@H]2COc3ccccc3[C@H]2N2C(=O)N(c3ccc(Br)cc3)C(=O)[C@]12C
→ 18	23	3	12	-14	2	3	-4
CC(C)=C1SC(N2CCN(c3cccc(Cl)c3)CC2)=NC1=O
→ 18	17	-12	7	0	6	1	1
Cc1ccccc1NC(=S)NC(C)C(c1ccccc1)N1CCN(C)CC1 (stereo not drawn)
→ 4	9	-10	-10	-38	-9	3	-4
Cc1nc(Nc2ccccc2F)c2oc3ccccc3c2n1
→ 9	-148	1	-1	13	8	1	2
CC(c1nc2ccccc2c(=O)[nH]1)N1CCCN(S(=O)(=O)c2ccc(F)cc2)CC1 (stereo not drawn)
→ 14	-84	-10	4	10	13	-4	2
CCCCNC(=O)COC(=O)c1ccc(NS(=O)(=O)c2ccc3c(c2)OCCO3)cc1
→ -8	6	-5	-7	-3	-2	3	-8
CCOc1ccc(C(=O)Nc2ccc(N3CCCC3)cc2)cc1
→ 20	4	5	0	-29	-16	12	-2
O=C(O)Cc1ccc(-c2ccccc2)cc1
→ -6	3	-3	-15	-3	12	1	-6

Carrying on:
Results follow in this order: Apaf1 inhib	SENP8 block-1	SENP8 block-2	SENP7 block	SENP6 inh	UBC13 inh	SENP1 FRET inh	A3G deaminase
COc1ccc(S(=O)(=O)N2CCN=C2SCc2cccc(C)c2)cc1
→ 13	5	-1	-10	4	0	2	-5
O=C(COC(=O)C1=NN(c2ccccc2)C(=O)CC1)Nc1nc(-c2ccc(F)cc2)cs1
→ -4	28	35	44	14	2	0	-7
Cc1cccc(C2NC(c3cccc(C)c3)C(C)C(=O)C2C)c1 (stereo not drawn)
→ 14	24	-11	-6	-5	-8	-1	-9
Cc1cc(C)c(NS(=O)(=O)c2ccc(NC(=O)c3cccs3)cc2)c(C)c1
→ 26	21	1	2	-4	14	0	0
Cc1cc(C(=O)N2CCN(c3ncccn3)CC2)c2cc(F)ccc2n1
→ -13	-1	-6	-5	8	3	0	-8
Cc1noc(C)c1COc1ccc(C(=O)NCCc2ccc(S(N)(=O)=O)cc2)cc1
→ 8	10	-6	-12	-11	-6	0	-6
CC(=O)N1CCN(C(=O)CCc2nc3sc4c(c3c(=O)[nH]2)CCCC4)CC1
→ 5	4	0	3	6	-5	-2	-4
CCOc1ccccc1N1CCN(CC(=O)NC(=O)NCc2ccco2)CC1
→ 6	18	-8	-4	8	-8	2	0
CC1CCCCN1CCCNC(=O)c1ccc(N2CCCC2=O)cc1 (stereo not drawn)
→ 4	15	-8	17	-12	-6	-5	-10
COc1ccc(C(=O)Nc2nnc(SCC(=O)NCc3ccco3)s2)cc1OC
→ -9	-71	-5	-5	-5	1	2	2
CCOC(=O)C1CCCN(CCC(=O)Nc2cc(C)cc(C)c2)C1 (stereo not drawn)
→ 10	4	-1	-7	-6	-4	-3	-7
CC1CCCCN1C(=O)CSc1nc(-c2ccccc2)cc(=O)[nH]1 (stereo not drawn)
→ -6	8	-10	0	-2	2	1	-6
CCC(=O)Nc1cccc(-c2ccc(N3CCN(C)CC3)nn2)c1
→ 1	7	-6	3	-2	3	1	0
Cc1ccccc1N=C1SCC(=O)N1Cc1ccccc1
→ 6	2	5	4	-4	9	4	-8
CCOC(=O)N1CCN(C(=O)c2ccc3c(c2)NC(=O)C(N2CCOCC2)S3)CC1 (stereo not drawn)
→ -8	15	-6	-2	-8	4	4	-6
O=C(NCc1cccc(F)c1)c1cccc2c1C(=O)c1ccc(N3CCOCC3)cc1S2(=O)=O
→ 1	12	-9	5	4	-10	-29	-4
COC(=O)/C=C/c1ccc2c(c1)OCO2
→ -3	-211	-10	-3	5	-3	2	-8
N#Cc1c(N2C(=O)Nc3ccccc3N2O)sc2c1CCCC2
→ 0	16	22	1	27	-7	0	-1
O=S(=O)(c1cc(Cl)ccc1Cl)N1CCN(Cc2ccco2)CC1
→ 11	16	2	-6	18	3	-1	-5
CN(C)c1ccc(NC(=S)NC23CC4CC(CC(C4)C2)C3)cc1
→ 6	20	7	1	10	2	3	-5
